MCF10A rereplic: DNA re-replication induction in MCF 10a cells; MCF 10A DNA re-replication, Hoechst nuclear intensity, 48 h; Potency, µM (doses to about 46.1 µM), for the others: at the highest dose activity, positive = re-replication, actives largely listed as activators; 350,000 tested, 2.9% active; also: potency is read from the fitted curve at half-maximal effect; % of control where 0% means no effect; nearly all actives have a fitted effect of over 50% in size
SW480 rerep: induces DNA re-replication in SW480 colon adenocarcinoma cells; Potency, µM (titrated, usually from 46.1 µM), inactives show at the highest dose re-replication activation, actives largely listed as activators; SW480 DNA re-replication, Hoechst DNA content imaging, 48 h; 340,000 tested, 1.8% active; also: potency is read from the fitted curve at half-maximal effect; % of control where 0% means no effect; nearly all actives have a fitted effect of over 55% in size
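DNA re-replication was detected as more nuclei of elevated Hoechst intensity after 48 hr exposure to compound (23 nL pinned per well of 250 cells).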
KB-3-1 cytotox: KB-3-1 parental cell cytotoxicity. KB-3-1 viability, CellTiter-Glo ATP luminescence, 72 h. Potency, µM (highest dose often 46.1 µM), for the others: at the highest dose activity change, negative = cytotoxic, most hits filed as cytotoxic. 400,000 tested, 1.4% active. AID 1347075; also: potency is read from the fitted curve at half-maximal effect; % is scaled to controls: 0 for no effect and ±100 for the full control effect; nearly all actives have a fitted effect of over 60% in size
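Cells are dispensed, compounds pinned in, plates held at 37 °C for 72 h, then CellTiter-Glo is added and luminescence read after 10 minutes. Cell line: parental KB-3-1 in phenol-red-free DMEM, 10% FBS.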
HT1080NT lethal: kills 2HG-producing HT-1080-NT fibrosarcoma cells; HT-1080-NT fibrosarcoma viability, CellTiter-Glo ATP luminescence, 48 h; Potency, µM (top dose mostly 46.1 µM), without a hit: at the highest dose activity, negative = less viability, actives largely listed as cytotoxic; 360,000 tested, 1.6% active;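 also: NT is the 2HG producing partner of a matched IDH1 knockdown line; potency is read from the fitted curve at half-maximal effect; 0% = DMSO-treated cells and -100% = media-only wells without cells; nearly all actives have a fitted effect of over 55% in size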
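750 cells/well, RPMI + 5% FBS; 2 h settle, compound pin-transfer, 48 h at 37 degrees C. CellTiter-Glo 10 min RT, luminescence. Normalized to DMSO and media-only wells.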
HepG2 tox: kills HepG2 cells in TGF-b inhibitor counter-screen. HepG2 CAGA-GFP viability, ATP luminescence, 18 h. Potency, µM (titrated, usually from 46.1 µM), without a hit: at the highest dose activity change, negative = cytotoxicity, actives largely listed as cytotoxic. 410,000 tested, 0.76% active. AID 588856; also: potency is read from the fitted curve at half-maximal effect; some results filed as inactive show a strong effect at the top dose
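HepG2 CAGA-GFP cells (1000/well, DMEM with 1% FBS) received compound, then TGF-beta at 500 pg/mL final, and were incubated 18 hours at 37 degrees C. Viability was read by CellTiter-Glo luminescence. Media-only wells were set as complete cell-killing and DMSO as no toxicity.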
IL-1B inflam inh: inhibitors of inflammasome signaling (IL-1 beta secretion). THP-1 LPS/ATP IL-1B secretion, AlphaLISA, 16 h; hits give low values. activity change, % at 57.5 µM. 360,000 tested, 4.7% active. AID 743279; in the data active = activity change below about -50%; inconclusive = mostly about -30% to -49%; also: % is scaled to controls: 0 for no effect and ±100 for the full control effect
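THP-1 cells pretreated 1 hr with compounds (up to 57.5 uM final), then stimulated with LPS (250 ng/mL final) plus ATP (1.25 mM final); secreted IL-1B measured by AlphaLISA after 16 hr, decreased signal indicating inhibition.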
ATXN2 expr inh: inhibitors of ATXN2 expression. HEK-293 ATXN2-luciferase reporter, luminescence, 24 h. AID 1745845. 360,000 tested, 0.72% active. Potency, µM (top dose mostly 57 µM), for the others: top-dose activity change, negative = inhibition, usual class: inhibitors; also: potency is read from the fitted curve at half-maximal effect; % is scaled to controls: 0 for no effect and ±100 for the full control effect; nearly all actives have a fitted effect of over 55% in size
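ATXN2-luciferase reporter cells (luciferase flanked by upstream and downstream ATXN2 gene portions) were treated 24 h at 37 °C with compounds at up to 57 uM. SteadyGlo luminescence gave expression; GF-AFC fluorescence gave viability.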
ATXN viability: reduces viability in counter-screen for ATXN expression inhibitors. 400,000 tested, 0.49% active. Potency, µM (top dose mostly 56.7 µM), actives largely listed as cytotoxic. AID 651635. S2 cells (HEK-293 line with an ATXN2-luciferase reporter) viability, CellTiter-Fluor protease fluorescence, 24 h; also: potency is read from the fitted curve at half-maximal effect; nearly all actives have a fitted effect of over 40% in size
HT1080 IDH1KD tx: kills HT-1080 cells with IDH1 knockdown; HT-1080 IDH1 knockdown viability, ATP luminescence, 48 h; AID 686971; Potency, µM (series often up to 46.1 µM), for inactives: top-dose activity, negative = toxicity, actives largely listed as cytotoxic; 360,000 tested, 2% active;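 also: potency is read from the fitted curve at half-maximal effect; 0% = DMSO wells and -100% = cell-free medium wells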
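% activity derives from luminescence (CellTiter-Glo), normalised to DMSO and no-cell wells. HT-1080-IDH1KD cells, 750/well, had 48 h compound exposure at 37 °C.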
Starred values were filed as active, the others as inactive; i = inactive; u = inconclusive; x = not tested or not shown; & = joins results of further samples; [ ] = dose if it differs, or a comment. Unless noted, calls follow the shape of the dose curve; as a rule, active = well fitted curve in the direction sought with a large enough effect; inconclusive = small, poorly fitted or top-dose-only effect, or another doubt; inactive = no such curve, though single readings can be large; an effect the other way counts as inactive or inconclusive. Hits appear at their usual frequency; 8.9% or so of the library scored in one or more.

SMILES	MCF10A rereplic	SW480 rerep	KB-3-1 cytotox	HT1080NT lethal	HepG2 tox	IL-1B inflam inh	ATXN2 expr inh	ATXN viability	HT1080 IDH1KD tx
CN(C)S(=O)(=O)n1cc(/C=C(\NC(=O)c2ccccc2F)C(=O)NCCCn2ccnc2)c2ccccc21	-2%	-28%	-31%&8%	6%	-11%&-21%	u	9%&8%	i	-9%
O=C1Cn2c(nc3ccccc32)N1c1cccc(C(F)(F)F)c1	14%	-3%	0%	-1%	4%	35	9%	i	-2%
O=S(=O)(NCC1COc2ccccc2O1)c1ccc2ccccc2c1 (stereo not given)	15%	-4%	4%	-4%	-18%	0	-5%	i	-6%
Cc1cc(C)c(NC(=O)Cn2c(=O)n(-c3ccc(CC(=O)NCC4CCCO4)cc3)c(=O)c3ccccc32)c(C)c1 (stereo not given)	-5%	-1%	2%&3%	2%	5%&7%	u	3%	i	-1%
O=C(O)c1ccccc1C(=O)OC1CC2CCC1C2 (stereo not given)	x	x	1%	2%	-1%	-3	x	i	-2%
COC(=O)C1=C(C)N(C)C(=O)NC1c1cccc2ccccc12 (stereo not given)	u	2%	-20%	-2%	-16%	24	2%	i	-14%
Cc1nc(SCC(=O)N2CCOCC2)c2c3c(sc2n1)CCC3	-12%	-11%	3%	-25%	-10%	-10	-8%	i	-12%
O=C(NCCCn1ccnc1)c1cc(Br)c(Br)s1	-6%	-11%	3%	-14%	-11%	3	x	i	4%
CCOc1ccccc1NC(=O)CCCNC(=O)Cn1cnc2sc(C)c(C)c2c1=O	3%	-2%	13%	-2%	-14%	-8	-15%	i	-4%
O=C(CCCOc1ccc(Cl)cc1Cl)Nc1ccccc1C(=O)O	4%	2%	u	u	1%	30	174%[activator]	i	u
COc1ccc(NC(=O)CC2C(=O)N(c3cccc(OC)c3)C(=O)N2C(C)C)cc1 (stereo not given)	-1%	-9%	-1%	1%	2%	19	6%	i	1%
NS(=O)(=O)c1ccc(NC(=O)CSc2ncccn2)cc1	5%	-29%	-5%	11%	-2%	6	5%	i	-5%
COc1ccc(CCNC(=O)c2cc3c(=O)n(C)c4ccccc4c3s2)cc1OC	x	x	-12%	x	-8%	x	-11%	i	x
COCCN1Cc2cccc(C(=O)NCC3CCN(CC(C)C)C3)c2C1=O (stereo not given)	0%	-1%	5%	1%	-12%	7	-5%	u	23%
COc1cc(C(=O)NCc2nnc(SCC(=O)Nc3c(C)cc(C)cc3C)o2)cc(OC)c1OC	-1%	-37%	11%	11%	2%	0	9%	i	-2%
CCC12OC(=N)C(C#N)(C1C)C(C#N)(C#N)C(c1ccccc1)O2 (stereo not given)	u	2%	0%	2%	-10%	7	-9%	i	4%
CCn1cnc2c1c(=O)n(CC(=O)NCc1ccccc1)c(=O)n2Cc1ccccc1	-2%	-11%	6%	2%	3%	28	-7%[11.3 µM]	i	0%
CCN(CC)C(=O)C1CCN(Cc2ccc(OCc3ccccc3)c(OC)c2)CC1	22%	27%	-8%	-6%	-26%	u	-4%	i	-10%
COc1cccc(OC)c1C(=O)N1CCN(S(=O)(=O)c2ccc(C)cc2)CC1	-1%	2%	8%	4%	4%	13	-12%	i	6%
CCC12CN3CC(C)(CN(C1)C3c1c(C)n(C)c3ccccc13)C2=O (stereo not given)	x	x	3%	x	23%	x	1%	i	x
COCCn1c(SCC(=O)N2CCCCCC2)nnc1-c1ccco1	-2%	-8%	14%	4%	4%	2	-3%	i	14%
COc1ccc(-n2c(O)c(/C=C3\C=Nc4ccccc43)c(=O)[nH]c2=O)cc1	-10%	-11%	0%	2%	11%	48	x	x	1%
CCOc1cc(/C=C2\C(=N)N3N=C(C)SC3=NC2=O)ccc1OCCOc1cccc(OC)c1	u	u	5%	3%	-24%	7	34%	i	-1%
CCc1nnc(NC(=O)C2=NN(C3CCS(=O)(=O)C3)C(=O)CC2)s1 (stereo not given)	-1%	4%	-17%	-19%	-11%	13	-13%	i	-2%
CC1(C)Cc2c(cnn2-c2cccc(F)c2)C(NC(=O)c2csnn2)C1 (stereo not given)	8%	14%	-10%	13%	0%	-15	-6%	i	-3%
Cc1cc(NC(=O)CN2CCN(c3ccccc3O)CC2)no1	-2%	-6%	30%	-4%	-4%	-3	-2%	i	9%
Cc1cccc(OCC(=O)NNc2c3ccccc3nc3ccccc23)c1	0%	-4%	-28%	-3%	-27%	-3	-16%	i	u
CN(C)C(=O)COc1ccc(S(=O)(=O)c2ccc(OCC(=O)N(C)C)cc2)cc1	-3%	-6%	7%	-14%	0%	33	0%	i	0%
COc1ccc(-c2cc(C(=O)N(C)CC(=O)Nc3cccc(F)c3)c3ccccc3n2)cc1	u	25%	-14%	-35%	-11%	-56*	-10%	u	u
COCCNC(=O)C1Cc2c(-c3cccc(NC(C)=O)c3)ccnc2O1 (stereo not given)	x	x	-12%	-1%	2%	29	4%	i	-2%
Cc1ccc(-n2nc3c(=O)n(CCCC(=O)N4CCCCC4)nc(C)c3c2C)cc1	-4%	-18%	-4%	0%	-5%	-13	-5%	i	3%
COc1cccc(O)c1CN1CCCC(C(=O)c2cccc(C(F)(F)F)c2)C1 (stereo not given)	5%	14%	-18%	-14%	-52%	-22	-37%	i	u
CC(=O)C(Sc1nc(-c2ccccc2Cl)nc2c1c(=O)n(C)c(=O)n2C)C(=O)N(C)C (stereo not given)	x	x	7%	x	-1%	x	-15%	u	x
O=C(O)c1cccc(-n2c(-c3cnccn3)n[nH]c2=S)c1	-19%	-3%	17%	16%	-3%	-7	-29%	i	13%
COc1ccc(C2NC(=O)NC3=C2C(=O)CCC3)cc1 (stereo not given)	-1%	-5%	2%	3%	4%	7	x	i	2%
Cc1cccc(NC(=S)N2CCC(N(C)CC3CCCO3)CC2)c1C (stereo not given)	-4%	20%	-16%	-1%	-34%	-17	4%	i	4%
COc1ccc(-n2ncc3c2CC(C)(C)CC3NC(=O)CCN2CCCC2=O)cc1 (stereo not given)	1%	-9%	-1%	-1%	3%	-1	-4%	i	-3%
Cc1ccc(C2(C(F)(F)F)NC(=O)N3CCCN=C3S2)cc1 (stereo not given)	2%	3%	-4%	-7%	-13%	u	1%	i	-1%
O=c1ccc(Cl)nn1-c1ccccc1	-4%	-1%[9.22 µM]	-10%	19%	-2%	0	-5%	i	20%
N#Cc1c(-c2ccccc2)cc(-c2ccccc2)nc1SCC(=O)Nc1ccc(Cl)cc1	x	x	0%	x	108%	x	13%	i	x
CC(C)(C)NCc1ccc(OCc2cccs2)cc1	-22%	u	8%	-12%	4%	-4	-8%	i	1%
COc1ccc(CCNC(=O)c2cc(S(=O)(=O)N3CCCC(C)C3)cn2C)cc1OC (stereo not given)	x	x	8%	x	-7%	x	-14%	u	x
Oc1ccccc1C=NCCN=Cc1ccccc1O	0%	2%	18%	1%	-1%	3	-4%	i	-5%
Cn1nc(C(=O)OCC(=O)Nc2ccccc2OC(F)F)c2ccccc2c1=O	0%	-2%	1%	12%	-17%	9	x	x	-10%
Cc1ccc(CC2(OCCN(C)C)CCC(C(C)(C)C)CC2)cc1 (stereo not given)	u	24%	u	-6%	-113%	-99*	u	x	-2%

Three records drawn at random from the list so far:
SMILES	MCF10A rereplic	SW480 rerep	KB-3-1 cytotox	HT1080NT lethal	HepG2 tox	IL-1B inflam inh	ATXN2 expr inh	ATXN viability	HT1080 IDH1KD tx
Cc1cc(NC(=O)CN2CCN(c3ccccc3O)CC2)no1	-2%	-6%	30%	-4%	-4%	-3	-2%	i	9%
COc1ccc(NC(=O)CC2C(=O)N(c3cccc(OC)c3)C(=O)N2C(C)C)cc1 (stereo not given)	-1%	-9%	-1%	1%	2%	19	6%	i	1%
CCOc1cc(/C=C2\C(=N)N3N=C(C)SC3=NC2=O)ccc1OCCOc1cccc(OC)c1	u	u	5%	3%	-24%	7	34%	i	-1%

Following part.
SMILES	MCF10A rereplic	SW480 rerep	KB-3-1 cytotox	HT1080NT lethal	HepG2 tox	IL-1B inflam inh	ATXN2 expr inh	ATXN viability	HT1080 IDH1KD tx
COc1ccc(CNC(=O)CSc2nc3ccc(C)cc3[nH]2)cc1	0%	-5%	1%	-21%	0%	-12	21%	i	-14%
CSc1ccccc1C(=O)Nc1cc(C)cc(C)c1	0%	-3%	-9%	14%	-12%	-13	16%	i	7%
COc1ccccc1/C=C/C(=O)Nc1cccc(S(=O)(=O)N2CCOCC2)c1	-4%	1%	19%	6%	3%	-23	12%	u	7%
Cc1ccc(C)c(S(=O)(=O)c2c[nH]c(=S)[nH]c2=O)c1	5%	-7%	u	5%	-2%	1	x	i	3%
COc1ccc(N2C(=O)CC(c3ccccc3)CC2=O)cc1	6%	6%	4%	12%	0%	-5	4%	i	17%
CCN(c1ccccc1)S(=O)(=O)c1ccc(OC)c(NC(=O)C2CC2)c1	u	-1%	18%	0%	-13%	-19	1%	i	-5%
c1ccc(-c2ccc(CN3C[C@@H]4C(c5ccccc5)C5(c6ccccc6)CC4(C5)[C@H]3c3ccccc3)cc2)cc1 (stereo not given in full)	12%	-61%[inhibitor][9.22 µM]	-8%	10%	1%	10	7%	i	16%
CC(=O)Nc1ccc(S(=O)(=O)NC2C3(C)CCC(C3)C2(C)C)cc1 (stereo not given)	14%	u	10%	-3%	-4%	11	1%	i	-9%
COC(=O)NNC(=O)c1ccccc1OC	1%	-6%	3%	-4%	-18%	35	-3%	i	-3%
O=C(Nc1cccc2ccccc12)NC1CCS(=O)(=O)C1 (stereo not given)	4%	-4%	-16%	8%	-18%	9	-2%	i	5%
CCOc1ccc(S(=O)(=O)Nc2cc(OC)c(OC)cc2C(=O)O)cc1	-1%	-3%	6%	12%	-7%	17	-2%	i	20%

Source: PubChem (National Center for Advancing Translational Sciences (NCATS))
